Fh CTSL1 inh: Fasciola hepatica cathepsin L1 inhibitors, primary screen, counter-screen for PFM18AAP inhibitor project, biochemical, QFRET, fluorogenic peptide substrate; recombinant F. hepatica cathepsin L1, Z-Leu-Arg-MCA fluorescence; inhibition, % at 5.96 µM; 0.49% of 300,000 active;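 active = inhibition above the mean of all tested compounds plus 3 SD, set per screening campaign, cut at about 17% in these data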;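 note: 0% = plate median of test compound wells and 100% = 1 µM Z-Phe-Ala-diazomethylketone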
core dimer inh: inhibitors of HCV core protein dimerization, primary screen, biochemical, TR-FRET, high-throughput | 0.33% of 300,000 active | TR-FRET GST/Flag-core106 dimerization, 1536-well | AID 1899, 2009 | inhibition, % at 5 µM;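 active = inhibition above the mean of all tested compounds plus 3 SD, set per screening campaign, cut at about 45% in these data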
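Material: GST/Flag-tagged HCV core106 proteins. Incubation: 4 h, 22.5 °C incubation. Read-out basis: inhibition (%) from 671 over 617 nm ratio. Measured by: TR-FRET, excitation 340 nm, emission 617 and 671 nm.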
VLA-4 inh: inhibition in human VLA-4 binding assay, primary screen, VLA-4 allosteric modulator project, MLPCN library, flow cytometry, VLA-4 expressing cells; Integrin alpha-4 (Homo sapiens), P13612; ligand binding flow cytometry; inhibition, % (about 7 µM as worked out from the volumes in the protocol); 0.2% of 330,000 active; AID 2557, 2010; in the data active = inhibition above about 50%
procasp7 counter: procaspase-7 activators, primary screen, counter-screen for procaspase-3 activator project, biochemical, absorbance, HTS, human. 0.093% of 330,000 active. Caspase-7 (Homo sapiens), P55210. activation, % at 8.5 µM. AID 463210, 2010. recombinant procaspase-7, Ac-DEVD-pNA absorbance 405 nm; D23A/D198A/D206A triple mutant, cannot self-cleave; scale: DMSO 0, 5 µM enzyme 100;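 active = percent activation above the screen-wide mean plus 3 SD, cut at about 25% in these data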
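Replicates: singlicate. Assay system: Procaspase-7 triple mutant (PC-7 D3A). Signal: 405 nm absorbance of p-nitroaniline. Times: 1 h preincubation, 2 h reaction. Buffer or medium: Zinc-free HEPES pH 7.4 with 300 mM NaCl, 0.01% Triton X-100. Also added: DEVD-pNA substrate. Benchmarks: DMSO wells as 0%, DMSO with 5 µM added PC-7 as 100%.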
PP5 inh: PP5 phosphatase inhibitors, primary screen, biochemical, fluorescence; AID 1987, 2009; inhibition, % at 6.7 µM; purified PP5c, OMFP substrate fluorescence; 0.18% of 320,000 active; Serine/threonine-protein phosphatase 5 (Homo sapiens), P53041;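 active = inhibition above the campaign's mean inhibition across all tested compounds plus 3 SD, cut at about 9.5% in these data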;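 note: 0% = DMSO only and 100% = 100 µM cantharidin control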
Target sequence (P53041 whole entry, looked up): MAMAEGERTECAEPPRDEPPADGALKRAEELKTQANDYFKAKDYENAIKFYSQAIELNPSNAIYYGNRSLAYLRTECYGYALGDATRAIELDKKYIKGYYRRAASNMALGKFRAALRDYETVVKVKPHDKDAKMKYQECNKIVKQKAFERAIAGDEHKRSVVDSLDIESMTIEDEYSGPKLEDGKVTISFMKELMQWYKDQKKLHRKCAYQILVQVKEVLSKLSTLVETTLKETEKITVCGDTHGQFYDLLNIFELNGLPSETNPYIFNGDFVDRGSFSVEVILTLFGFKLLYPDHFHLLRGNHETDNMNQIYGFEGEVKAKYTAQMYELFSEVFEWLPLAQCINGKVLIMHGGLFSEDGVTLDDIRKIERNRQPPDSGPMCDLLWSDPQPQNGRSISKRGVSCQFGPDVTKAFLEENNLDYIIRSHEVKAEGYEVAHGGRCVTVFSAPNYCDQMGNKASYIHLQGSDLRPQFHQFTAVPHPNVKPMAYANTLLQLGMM
GASC-1 inh: inhibitors of GASC-1 histone demethylase, primary screen, biochemical, fluorescence, DELFIA europium; Lysine-specific demethylase 4C (Homo sapiens), Q9H3R0; GST-JMJD2C(1-420) H3K9me3 demethylation; inhibition, % at 2.35 µM; 0.069% of 330,000 active;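 active = more than half of a compound's replicate wells show inhibition beyond 50%, single wells judged on their own value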;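 note: signal counts dimethyl H3K9 product captured on neutravidin plate; 0% = median of DMSO wells and 100% = 0.3 times that DMSO median; strong numbers were not always called active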
Target sequence (Q9H3R0 1-420 limits assumed): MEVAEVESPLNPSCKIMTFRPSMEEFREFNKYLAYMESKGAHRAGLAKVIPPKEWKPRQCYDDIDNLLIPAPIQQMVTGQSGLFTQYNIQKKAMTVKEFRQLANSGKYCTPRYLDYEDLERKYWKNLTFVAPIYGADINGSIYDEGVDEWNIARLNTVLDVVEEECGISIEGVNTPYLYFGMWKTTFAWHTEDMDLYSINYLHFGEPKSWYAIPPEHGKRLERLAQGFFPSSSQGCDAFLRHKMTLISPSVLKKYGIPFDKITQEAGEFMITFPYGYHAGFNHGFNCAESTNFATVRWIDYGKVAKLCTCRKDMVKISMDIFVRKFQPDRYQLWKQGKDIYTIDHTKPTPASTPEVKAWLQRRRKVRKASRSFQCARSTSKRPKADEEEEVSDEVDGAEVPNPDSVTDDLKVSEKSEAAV
PP1 inh: PP1-alpha phosphatase inhibitors, primary screen, counter-screen for PP5 inhibitor project, biochemical, fluorescence, OMFP substrate, single point | purified PP1alpha | AID 2235, 2010 | inhibition, % at 6.7 µM | 0.9% of 320,000 active;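 active = inhibition above the mean inhibition of all tested compounds plus 3 SD, computed separately for each screening campaign, cut at about 15% in these data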
procasp3 activ: activators of human procaspase-3 D3A mutant, primary screen, biochemical, absorbance, PC-3 D3A mutant, single concentration | recombinant procaspase-3 D3A, Ac-DEVD-pNA absorbance 405 nm | 0.11% of 330,000 active | activation, % at 8.5 µM | AID 463141, 2010 | Caspase-3 (Homo sapiens), P42574;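 active = activation above the mean of all tested compounds plus 3 SD, cut at about 21% in these data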;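 note: 0% = DMSO alone and 100% = DMSO wells spiked with extra 5 µM PC-3 D3A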
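Compound: 8.5 µM single point, 0.8% DMSO / Material: Autoprocessing-dead procaspase-3 D3A mutant enzyme / Timing: 1 h preincubation plus 2 h reaction at 25 °C / Medium: Zinc-free HEPES/NaCl buffer with 0.01% Triton X-100 at pH 7.4 / Technique: 405 nm absorbance of p-nitroaniline, reads at 0 and 120 min / Repeats: one well per compound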
GRK2 inh: compounds blocking aptamer binding on GRK2 – biochemical, human GRK2, bead flow cytometry, HTS, primary screen. FAM-aptamer displacement from GRK2. inhibition of aptamer binding, % at 10 µM. 0.59% of 330,000 active. AID 488847, 2010;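 active = inhibition of aptamer binding above 40%, roughly 3 SD of noise, on plates passing a quality check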;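 note: median bead fluorescence of bound FAM aptamer so fluorescent compounds give negative values; no value below 0 was filed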
* hit, by the source's call; . = not tested or not shown; & = joins results of further samples.

(1) COc1ccc(CNC(=O)CSc2ncn[nH]2)cc1OC
(2) CSc1nnc(-c2sccc2-n2cccc2)o1
(3) Cc1cccc(-c2nc(CNC(=O)c3ccco3)cs2)c1
(4) O=C(CN1C(=O)/C(=C/c2ccccc2)SC1=S)NC1C=CS(=O)(=O)C1 (stereo not given)
(5) COc1cc(-c2noc(C)n2)cc(OC)c1OC
(6) CCN1CCN(c2nc(N)c([N+](=O)[O-])c(Nc3ccc(C)cc3)n2)CC1
(7) CCCCCC(=O)Nc1cccc(S(=O)(=O)NC2=NCCCCC2)c1
(8) Cc1ccccc1NC(=S)NC(C)C(c1cccs1)N1CCOCC1 (stereo not given)
(9) Cc1[nH]nc(SCC(=O)NCc2ccccc2)c1[N+](=O)[O-]
(10) CC(C)(C)OC(=O)C[C@@H]1C/C=C\C[C@@H](CC(=O)N[C@H](CO)Cc2ccccc2)C(=O)N2CCC[C@H]2COC1=O

screen / no.	1	2	3	4	5	6	7	8	9	10
procasp3 activ	2	-3	2	6	2	-2	13	-2	2	5
Fh CTSL1 inh	2	7	-2	3	-5	-1	.	-4	1	.
GRK2 inh	0	0	0	3	2	1	0	4	1	0
procasp7 counter	-16	-9	1	-12	4	12	6	8	-6	16
PP1 inh	0	9	1	1	-1	-4	-1	-2	-1	.
PP5 inh	-0.9	-0.3	3.5	0.5	0.1	3.2	2.2	1.8	-2.2	.
GASC-1 inh	1	-4	-3	-3	7	-3	-1	-13	-7	7
VLA-4 inh	2	0	.	-2	13	0	43	-13	4	4
core dimer inh	-17	2	0	13	-4	1	.	4	2	.

Complete entries as entered above. Order of values: procasp3 activ, Fh CTSL1 inh, GRK2 inh, procasp7 counter, PP1 inh, PP5 inh, GASC-1 inh, VLA-4 inh, core dimer inh
Results for Cc1[nH]nc(SCC(=O)NCc2ccccc2)c1[N+](=O)[O-] : 2, 1, 1, -6, -1, -2.2, -7, 4, 2
Results for COc1ccc(CNC(=O)CSc2ncn[nH]2)cc1OC : 2, 2, 0, -16, 0, -0.9, 1, 2, -17

Remaining list, next part.
(11) O=C1CN(S(=O)(=O)c2ccccc2)c2ccccc2N1
(12) COc1ccc(N(CC(=O)NC2CCCCCC2)S(=O)(=O)c2ccccc2)cc1Cl
(13) CCNC(=O)N(CC)C[C@H]1N[C@@](Cc2ccccc2)(C(=O)OC)[C@H]2C(=O)N(Cc3ccccc3)C(=O)[C@@H]12
(14) CCOc1ccc(S(=O)(=O)N2CCC(C(=O)OCc3ccc(OC)cc3)CC2)cc1
(15) COc1ccccc1C(C)NCC(=O)NCC(=O)Nc1ccc(F)c(F)c1F (stereo not given)
(16) COC(=O)C1=C(C)N(C)C(=O)/C1=C\c1ccco1
(17) CN1CCN(c2ccc(NC(=O)COc3ccc4ccccc4c3)cc2)CC1
(18) Cc1cc(C(F)F)n2nc(C(=O)Nc3ccccc3F)nc2n1
(19) COCCNCc1ccccc1[N+](=O)[O-]
(20) O=C(Nc1nncs1)C(Sc1ccccc1)c1ccccc1 (stereo not given)

screen / no.	11	12	13	14	15	16	17	18	19	20
procasp3 activ	-5	2	2	-3	3	0	-8	2	-3	-7
Fh CTSL1 inh	-3	3	.	4	1	5	4	-2	0	0
GRK2 inh	0	4	0	3	0	1	0	0	0	0
procasp7 counter	3	4	-2	6	0	-6	1	8	2	5
PP1 inh	-1	2	.	-1	-6	-1	-3	2	-1	-6
PP5 inh	0.0	3.1	.	2.7	0.0	0.0	2.1	1.0	2.4	-1.0
GASC-1 inh	-5	2	6	-11	4	-1	-8	0&-5	4	3
VLA-4 inh	8	1	-14	6	5	4	-4	-13	3	8
core dimer inh	2	9	.	6	3	-6	-21	3	-5	7

(21) CCOC(=O)c1cnc2ccc(C(=O)OC)cc2c1Nc1ccc(C(=O)O)cc1
(22) Cc1ccc(S(=O)(=O)N2CCCCC2)cc1NC(=O)CSc1nncn1-c1ccccc1
(23) CCN(CC)S(=O)(=O)c1cccc(C(=O)OCC(=O)c2ccc3c(c2)NC(=O)CO3)c1
(24) COc1cccc(C2CC(c3cccs3)=NN2C(=O)CSc2nc3ccccc3s2)c1OC (stereo not given)
(25) CCc1ccc(Nc2nnc(SCC(=O)c3c(N)n(C4CC4)c(=O)[nH]c3=O)s2)cc1
(26) Cc1nn(Cc2ccc(F)cc2)c(C)c1NC(=O)C1c2ccccc2Oc2ccccc21
(27) O=C(c1ccccc1Br)N1CCC(c2nc3ccccc3s2)CC1
(28) CCCCn1nnnc1SCC(=O)Nc1ccc(F)cc1
(29) CCCc1cc(=O)oc2cc(C)cc(OCC(=O)NCc3cccnc3)c12
(30) CC(C)=CCN1CCNC(=O)C1CC(=O)NCc1nc(C)c(C)s1 (stereo not given)

screen / no.	21	22	23	24	25	26	27	28	29	30
procasp3 activ	4	7	-1	0	-3	0	-8	10	5	-4
Fh CTSL1 inh	2	1	-6	10	.	-2	-2	0	-4	-2
GRK2 inh	0	0	0	1	0	0	1	1	1	0
procasp7 counter	7	2	-1	3	4	-2	-5	-3	-2	0
PP1 inh	0	0	3	5	3	0	2	-6	-1	-1
PP5 inh	2.5	1.9	2.8	1.3	-0.4	-4.6	-0.1	-1.5	-1.2	-1.1
GASC-1 inh	0	-37	-1	-4	-3	13	10	-6	14	-6
VLA-4 inh	-1	22	13	7	15	3	-5	8	1	0
core dimer inh	-3	2	1	-1	.	2	4	-2	0	0

Brought forward from above: 2 compounds; new compounds follow.
(29) CCCc1cc(=O)oc2cc(C)cc(OCC(=O)NCc3cccnc3)c12
(30) CC(C)=CCN1CCNC(=O)C1CC(=O)NCc1nc(C)c(C)s1 (stereo not given)
(31) C[C@@H]1COC(=O)[C@@H](CC(=O)OC(C)(C)C)C/C=C\C[C@@H](CC(=O)N[C@@H](CO)Cc2ccccc2)C(=O)N1
(32) CCc1nc(NCCN)c(C#N)c2c1CSC(C)(C)C2
(33) COCCOc1cc(NC(=O)CS(=O)CC(=O)N(C)C)c(Cl)cc1Cl (stereo not given)
(34) C[N+](C)(CC#N)C/C=C\c1ccccc1
(35) Cc1nc(SCC(=O)NC(=O)NCCC(C)C)c2c(-c3cccs3)csc2n1
(36) CCS(=O)(=O)C1=NSC2=NC(=O)/C(=C\c3ccc(OS(=O)(=O)c4ccccc4)cc3)C(=N)N21
(37) Cc1ccc(C)c(COC(=O)c2cc([N+](=O)[O-])ccc2N2CCOCC2)c1
(38) O=C1CCC2(C(=O)O)Sc3ccccc3N12 (stereo not given)
(39) O=C(Cn1ccc([N+](=O)[O-])n1)N1CCCCCC1
(40) O=C(CSc1nnnn1-c1cccnc1)NCc1cccs1

screen / no.	29	30	31	32	33	34	35	36	37	38	39	40
procasp3 activ	5	-4	7	-12	7	0	8	2	4	-3	-6	-13
Fh CTSL1 inh	-4	-2	.	9	-1	-2	0	-1	3	-3	-4	-4
GRK2 inh	1	0	2	3	0	0	4	3	0	6	0	0
procasp7 counter	-2	0	2	-8	13	3	-1	3	0	-18	4	-1
PP1 inh	-1	-1	.	-6	-5	-4	1	2	-3	0	-8	-5
PP5 inh	-1.2	-1.1	.	0.0	0.8	-0.8	2.6	0.8	1.9	2.0	-0.8	-1.7
GASC-1 inh	14	-6	.	5	0	-2	-21	4	0	-1	5	16
VLA-4 inh	1	0	6	-7	1	16	11	15	4	2	10	-3
core dimer inh	0	0	.	-6	2	-1	4	19	1	-5	-4	-8

Compounds shown so far that contain a furan ring, fused or not (2):
(3) Cc1cccc(-c2nc(CNC(=O)c3ccco3)cs2)c1
(16) COC(=O)C1=C(C)N(C)C(=O)/C1=C\c1ccco1

screen / no.	3	16
procasp3 activ	2	0
Fh CTSL1 inh	-2	5
GRK2 inh	0	1
procasp7 counter	1	-6
PP1 inh	1	-1
PP5 inh	3.5	0.0
GASC-1 inh	-3	-1
VLA-4 inh	.	4
core dimer inh	0	-6

(cont.)
(41) CS(=O)(=O)c1ccc2nc(NC(=O)Nc3ccccc3F)sc2c1
(42) Cc1ccc(CNC(C)(C)CO)cc1
(43) CNC(=O)c1sc(=S)n(-c2ccc(OC)cc2)c1N
(44) CC(=O)c1cccc(NC(=O)C(C)OC(=O)c2ccc(Br)o2)c1 (stereo not given)
(45) O=C(COc1ccccc1)Nc1c(C(=O)N2CCC(N3CCCCC3)CC2)oc2ccccc12
(46) COC(=O)C1CCN(C(=O)N2CCOCC2)CC1

screen / no.	41	42	43	44	45	46
procasp3 activ	9	-1	-1	12	2	10
Fh CTSL1 inh	-1	0	-1	.	-2	-2
GRK2 inh	0	1	4	3	0	0
procasp7 counter	-2	0	-4	11	13	6
PP1 inh	0	-1	-4	1	-3	1
PP5 inh	1.8	2.2	2.9	2.4	0.0	3.9
GASC-1 inh	-4	-3	24	7	0	6
VLA-4 inh	7	-2	4	0	-8	8
core dimer inh	-5	5	0	.	-1	2

Screens deposited in PubChem by several laboratories.
